MRP-1 activ – H69AR viability gain despite doxorubicin, primary screen, MRP-1 activator project, H69AR cells, CellTiter-Glo; viability increase, % at 10 µM; AID 799, 2007; 0.61% of 140,000 active; viability rescue;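 active = viability gain under doxorubicin at or above a set limit, the compound median plus 3 SD, cut at about 4.7% in these data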;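 also: MRP-1 overexpressing cells given doxorubicin 25 µM after compound pretreatment; 18-22 h compound pretreatment then 72 h with doxorubicin before readout; 0% = doxorubicin-only wells and 100% = vehicle-treated cells without doxorubicin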
Measles CPE – compounds protecting cells from measles virus cytopathic effect, primary screen, measles RdRp inhibitor project, single point, MLSMR library, absorbance; Measles virus-infected cells, CPE protection; protection (pct of control), % at 4 µM; 1.5% of 140,000 active; AID 841, 2007; in the data active = protection mostly above about 24%, no sharp cut-off; inactive = mostly below about 26%; also: some compounds called inactive have numbers as strong as hits
BB579 growth dn – growth inhibitors of yeast BB579 in restrictive medium, primary screen, yeast lifespan-shortening project, S. cerevisiae | OD615, 48 h | inhibition, % at 10 µM | 0.51% of 140,000 active | AID 804, 2007;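 active = inhibition above a set limit, 3 SD over the mean compound inhibition, cut at about 44% in these data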; also: inactives centre near -24
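System: Saccharomyces cerevisiae DeaD strain BB579, replicative lifespan model yeast. Buffer or medium: restrictive glucose-based CSMM-D medium. Doses: one dose, 10 µM compound with 0.25% DMSO. Timing: 4 h preincubation and 48 h exposure at 30 °C. Detection: turbidity as optical density at 615 nm. Benchmarks: amphotericin B 10 µg/mL, positive.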
Phagocytosis inh – inhibitors of macrophage phagocytosis, primary screen, imaging, J774A.1 cells, IgG beads; J774A.1 macrophage IgG-bead phagocytosis; inhibition, % at 5 µM; 0.07% of 110,000 active; AID 1029, 2008;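 active = inhibition above the mean of the plate negative controls plus 5 SD, cut at about 13% in these data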;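 also: phagocytic index as fraction of beads internalized from green versus red external bead signal; plate controls were DMSO negative control for no effect and cytochalasin-D positive control for full effect; some results beyond the cut were filed as inactive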
GALR2 antag – GALR2 antagonists in receptor-expressing cells, primary screen | Galanin receptor type 2 (Homo sapiens), O43603 | antagonist mode | inhibition, % at 4 µM | 0.39% of 140,000 active; in the data active = inhibition above about 27%;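 also: cells stimulated with galanin 1-16 at roughly its EC80; 0% = agonist challenge control and 100% = basal control without agonist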
Target sequence (O43603 whole entry, looked up): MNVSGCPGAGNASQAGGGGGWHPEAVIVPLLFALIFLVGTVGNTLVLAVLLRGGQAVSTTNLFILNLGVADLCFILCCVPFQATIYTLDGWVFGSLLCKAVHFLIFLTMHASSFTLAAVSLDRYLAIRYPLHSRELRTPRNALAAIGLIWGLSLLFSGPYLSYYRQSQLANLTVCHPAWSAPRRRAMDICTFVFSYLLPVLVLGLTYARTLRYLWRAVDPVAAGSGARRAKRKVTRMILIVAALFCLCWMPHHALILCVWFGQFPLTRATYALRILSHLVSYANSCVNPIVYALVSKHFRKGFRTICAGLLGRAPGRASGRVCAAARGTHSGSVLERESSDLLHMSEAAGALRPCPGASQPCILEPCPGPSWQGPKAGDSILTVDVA
HCT116 PTEN-null – growth suppression of PTEN-null HCT116, primary screen, cell-based, CellTiter-Glo | viability, % at 10 µM | AID 827, 2007 | 1.2% of 140,000 active | HCT116 PTEN-null viability, 60 h; stronger effect = lower value;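 active = viability at or below a set limit, 4 SD under the median of all tested compounds, cut at about 3.7% in these data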;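 also: PTEN knockout HCT116 line with beta catenin targeted HCT116 as companion control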
HCT116 bCat-KO – primary screen for growth suppressors in beta-catenin knockout HCT116 cells (colon tumor, human); HCT116 beta-catenin knockout viability, CellTiter-Glo, 60 h; stronger effect = lower value; viability, % at 10 µM; 1.5% of 140,000 active; AID 818, 2007;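 active = viability at or under a set limit, the compound median less 4 SD, cut at about 6% in these data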;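 also: 0% = Hyamine 1622 control at 20 µM and 100% = untreated cell control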
Yeast life ext – compounds extending yeast replicative lifespan, primary screen, S. cerevisiae, OD615; inhibition of the nicotinamide effect, % at 10 µM; S. cerevisiae growth with nicotinamide; deaD strain in restrictive glucose medium; 0.68% of 130,000 active; AID 775, 2007;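 active = inhibition above a set limit, placed 3 SD over the median of all compounds, cut at about 26% in these data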;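 also: 0% = nicotinamide-treated wells and 100% = cells grown without nicotinamide; some compounds called inactive have numbers as strong as hits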
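assay system = DeaD-strain S. cerevisiae | measured by = absorbance at 615 nm | probe or stimulus = nicotinamide 1.5 mM | buffer or medium = CSMM-D glucose medium, restrictive | times = 48 h at 30 °C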
E-sel TNF inh – E-selectin induction blockers in HUVEC – imaging, immunofluorescence, high content, primary screen | HUVEC TNFa-induced E-selectin immunofluorescence | 0.71% of 120,000 active | AID 1246, 2008 | inhibition, % at 2 µM;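 active = inhibition above the batch mean plus 3 SD, and confirmed as a hit on visual image review, cut at about 43% in these data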;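 also: 0% = TNF-stimulated DMSO wells and 100% = unstimulated control wells; not every result past the cut was called active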
NPY Y2 blocker – NPY-Y2 receptor antagonists, primary screen, cell-based; inhibition, % at 2.7 µM; AID 793, 2007; NPY-Y2 expressing cells, antagonist mode; Neuropeptide Y receptor type 2 (Homo sapiens), P49146; 0.99% of 140,000 active; in the data active = inhibition above about 17%;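 also: 0% = vehicle with agonist challenge and 100% = reference antagonist with challenge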
Target sequence (P49146 whole entry, looked up): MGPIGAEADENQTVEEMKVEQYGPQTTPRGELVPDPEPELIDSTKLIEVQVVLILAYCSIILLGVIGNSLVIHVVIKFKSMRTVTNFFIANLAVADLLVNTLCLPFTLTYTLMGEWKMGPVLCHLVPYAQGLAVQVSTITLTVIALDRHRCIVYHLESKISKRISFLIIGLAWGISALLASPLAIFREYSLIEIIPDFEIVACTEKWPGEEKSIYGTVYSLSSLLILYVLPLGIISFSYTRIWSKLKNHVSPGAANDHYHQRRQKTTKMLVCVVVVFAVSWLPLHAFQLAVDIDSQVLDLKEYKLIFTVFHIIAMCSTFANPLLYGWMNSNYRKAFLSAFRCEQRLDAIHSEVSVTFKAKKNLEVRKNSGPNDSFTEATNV
* hit, by the source's call; · = no result given.

SMILES | MRP-1 activ | Measles CPE | BB579 growth dn | Phagocytosis inh | GALR2 antag | HCT116 PTEN-null | HCT116 bCat-KO | Yeast life ext | E-sel TNF inh | NPY Y2 blocker
COc1ccc2c(c1)cc1n2CCN=C1N | -4.8 | 31 | -13 | -1 | 6 | 80 | 87 | -17 | · | 2
C[C@@H](C(=O)NCc1ccccn1)[C@@H]1C[C@@]1(C)[C@@H](NC(=O)OCc1ccccc1)c1ccccc1 | -1.0 | 5 | -31 | · | 13 | 89 | 80 | 6 | -27 | -3
O=C(N/N=C/c1ccc[nH]1)c1cccnc1 | -4.2 | 7 | 4 | -3 | 14 | 90 | 86 | -6 | 4 | 2
O=C(COc1ccccc1-c1ccccc1)N/N=C/c1cccc2ccccc12 | -2.5 | 0 | -31 | · | 2 | 4 | 4.3* | -12 | 17 | 15
O=S(=O)(c1ccccc1)c1nc(-c2ccccc2)oc1N1CCCCC1 | -1.3 | 2 | -12 | -1 | -14 | 68 | 70 | -10 | -4 | 9
Cc1ncc([N+](=O)[O-])n1CCOC(=O)c1cc(Cl)cc(Cl)c1N | -2.9 | 29 | -29 | -7 | -6 | 72 | 81 | 5 | -29 | 5
O=C(NCCCN1CCOCC1)C1CC(=O)N(C2CCCCC2)C1 (centres undefined) | -0.8 | 12 | 10 | 2 | -5 | 92 | 102 | -14 | 7 | 3
CC1CCCC(C)N1CCNC(=O)C1CCN(S(=O)(=O)N2CCCCC2)CC1 (centres undefined) | -0.9 | 16 | -72 | -1 | -8 | 107 | 94 | -3 | 6 | -1
CCCCc1nc(SCC(=O)Nc2cc(C)on2)n[nH]1 | 0.5 | 1 | -61 | -1 | 4 | 91 | 106 | -3 | · | 0
COc1ccc(OC)c(NC(=O)c2ccccc2NS(=O)(=O)c2cccc3cccnc23)c1 | -1.6 | 15 | -44 | 0 | -12 | 79 | 82 | -14 | 3 | -1
Cc1sc(/N=C/c2c(O)ccc3ccccc23)c(C#N)c1C | -0.6 | 7 | -10 | 0 | 1 | 98 | 83 | -1 | · | 0
CCOc1ccc(CC(C(=O)NN)C(=O)NN)cc1CN(C)C | -2.9 | 7 | -2 | 0 | -1 | 97 | 84 | -6 | -1 | 1
O=C(CN1CCc2ccccc21)NCc1ccccc1Cl | -2.8 | 15 | -20 | -12 | -4 | 79 | 81 | -4 | · | 3
O=C(c1ccccc1)c1ccc2nc(N3CCCCC3)c3nncn3c2c1 | 0.3 | 16 | -14 | · | -4 | 40 | 44 | -5 | -22 | 3
CCOCCCNC(=O)C(NC(=O)c1ccc(NC(C)=O)cc1)c1ccccc1 (centres undefined) | -1.6 | 8 | -10 | -10 | -9 | 90 | 92 | 2 | -14 | -1
Clc1cccc(COn2c(-c3ccc(Cl)cc3Cl)nc3ncccc32)c1 | -4.9 | 11 | -18 | · | -15 | 56 | 66 | 7 | 7 | 10
CCN(CC)C(=S)SCC(=O)NC12CC3CC(CC(C3)C1)C2 | -1.6 | 2 | -30 | -11 | -8 | 81 | 85 | 15 | · | 0
CC1CCN(C(=O)CSc2nc(N)c3c4c(sc3n2)CN(C)CC4)CC1 | -2.4 | 18 | -2 | -1 | -1 | 90 | 82 | -20 | -5 | 3
c1ccc(-c2nc3ccccc3s2)nc1 | -0.3 | 8 | 23 | 1 | -5 | 104 | 92 | -11 | 12 | 0
Cc1ccc(NC(=O)c2c(C)nn(-c3ccccc3)c2Cl)c(C)c1 | -2.1 | 17 | 7 | · | 2 | 98 | 101 | -19 | 31 | 1
CC(C)c1nc2oc3c(NCC4CCCO4)ncnc3c2c2c1COC(C)(C)C2 (centres undefined) | -2.3 | 27 | -43 | 1 | 4 | 70 | 67 | -32 | · | 1
CCSc1nc2ccccc2n1C(=O)/C=C\c1ccc(OC)c(OC)c1 | -4.9 | -1 | -9 | · | 4 | 6 | 1.7* | -18 | -46 | 8
Cn1cccc1Cc1nnc(SCC(=O)N2CCc3ccccc32)n1-c1ccc(F)cc1 | -2.0 | 18 | -44 | 0 | 3 | 90 | 96 | 0 | 4 | 1
Cc1ccc(C(=O)Oc2ccccc2N2C(=O)C3CCCCC3C2=O)cc1 (centres undefined) | -4.4 | 2 | -12 | -1 | 1 | 88 | 86 | 1 | · | 2
COc1ccc(OC)c(C(=O)CC2OC(=O)c3ccccc32)c1 (centres undefined) | -1.7 | 4 | -50 | -1 | 6 | 72 | 71 | -10 | · | 3
O=C(O)/C(=C\c1ccco1)NC(=O)c1cccc2ccccc12 | 0.4 | 26 | 26 | · | -18 | 88 | 90 | -2 | -1 | -2
COc1cc(CSc2nnnn2-c2ccc(C)cc2)cc(OC)c1OC | -1.9 | 3 | -31 | -1 | 43* | 21 | 15 | -5 | 5 | 7
COc1ccc(S(=O)(=O)Nc2ccccc2OC)cc1NC(=O)c1cc2ccccc2oc1=O | -4.3 | 20 | -47 | -7 | -3 | 59 | 64 | -4 | 25 | 2
CC1=C(C(=O)NCCCOC(C)C)C2(CCC(C)CC2)OC1=O (centres undefined) | 0.0 | 3 | -74 | 0 | -4 | 103 | 99 | -3 | 5 | 3
COc1cc(/C(C)=N/Nc2ccc(C(=O)O)cc2)cc(OC)c1OC | 2.8 | 1 | -32 | · | 8 | 99 | 91 | 5 | · | 1
Cc1cc(C)c2nc(N3CCC(C(=O)N4CCCC4)CC3)sc2c1 | -1.7 | 7 | -25 | 0 | 3 | 92 | 94 | -11 | · | -1
CCCCCn1c(C(Cc2ccccc2)NC(=O)COC)nc2ccccc21 (centres undefined) | -3.4 | 2 | -3 | 0 | -3 | 86 | 78 | -1 | · | 3
COc1ccc(-c2nc(NC(=O)c3ccc(OCC(=O)N4CCOCC4)c(OC)c3)sc2C)cc1 | -1.4 | 12 | -14 | -9 | -3 | 78 | 86 | -1 | · | -1
CCC(=O)N1CCc2cc(S(=O)(=O)NC(Cc3ccccc3)C(=O)NC3CCCC3)ccc21 (centres undefined) | 0.0 | 1 | -13 | 0 | 17 | 100 | 90 | -2 | · | 3
Cc1cc(C(F)(F)F)nn1CC(=O)NNC(=S)Nc1ccc(Cl)cc1 | -1.9 | 2 | -26 | -1 | -4 | 103 | 101 | -9 | 0 | 6
Clc1cccc(OCCn2cncn2)c1Cl | -0.6 | 13 | -34 | · | 6 | 104 | 104 | -15 | -3 | 4
CCN(CC)CCCn1c(=S)[nH]c2ccccc2c1=O | -0.8 | 12 | -19 | 0 | 1 | 108 | 88 | -7 | -25 | 5
CCOc1cccc(OCCOCCn2cnc3ccccc3c2=O)c1 | -2.8 | 26 | -17 | -2 | 2 | 87 | 87 | -9 | 27 | 5
CC(=O)NC(=S)Nc1ccccc1C(=O)Nc1ccccc1 | -2.7 | 22 | -33 | -3 | -2 | 89 | 95 | 1 | 10 | 2
Cn1cnnc1Sc1cc(N2CCN(S(=O)(=O)c3ccc4ccccc4c3)CC2)ccc1[N+](=O)[O-] | -4.4 | 2 | -14 | -3 | -7 | 110 | 98 | -6 | 9 | -1

Ten entries from above, arranged by molar mass, high to low:
SMILES | MRP-1 activ | Measles CPE | BB579 growth dn | Phagocytosis inh | GALR2 antag | HCT116 PTEN-null | HCT116 bCat-KO | Yeast life ext | E-sel TNF inh | NPY Y2 blocker
COc1ccc(S(=O)(=O)Nc2ccccc2OC)cc1NC(=O)c1cc2ccccc2oc1=O | -4.3 | 20 | -47 | -7 | -3 | 59 | 64 | -4 | 25 | 2
COc1ccc(OC)c(NC(=O)c2ccccc2NS(=O)(=O)c2cccc3cccnc23)c1 | -1.6 | 15 | -44 | 0 | -12 | 79 | 82 | -14 | 3 | -1
C[C@@H](C(=O)NCc1ccccn1)[C@@H]1C[C@@]1(C)[C@@H](NC(=O)OCc1ccccc1)c1ccccc1 | -1.0 | 5 | -31 | · | 13 | 89 | 80 | 6 | -27 | -3
CC1CCN(C(=O)CSc2nc(N)c3c4c(sc3n2)CN(C)CC4)CC1 | -2.4 | 18 | -2 | -1 | -1 | 90 | 82 | -20 | -5 | 3
CCSc1nc2ccccc2n1C(=O)/C=C\c1ccc(OC)c(OC)c1 | -4.9 | -1 | -9 | · | 4 | 6 | 1.7* | -18 | -46 | 8
CCOc1cccc(OCCOCCn2cnc3ccccc3c2=O)c1 | -2.8 | 26 | -17 | -2 | 2 | 87 | 87 | -9 | 27 | 5
Cc1ccc(NC(=O)c2c(C)nn(-c3ccccc3)c2Cl)c(C)c1 | -2.1 | 17 | 7 | · | 2 | 98 | 101 | -19 | 31 | 1
Clc1cccc(OCCn2cncn2)c1Cl | -0.6 | 13 | -34 | · | 6 | 104 | 104 | -15 | -3 | 4
O=C(N/N=C/c1ccc[nH]1)c1cccnc1 | -4.2 | 7 | 4 | -3 | 14 | 90 | 86 | -6 | 4 | 2
c1ccc(-c2nc3ccccc3s2)nc1 | -0.3 | 8 | 23 | 1 | -5 | 104 | 92 | -11 | 12 | 0

Two of these compounds in a different format:
Fields: MRP-1 activ	Measles CPE	BB579 growth dn	Phagocytosis inh	GALR2 antag	HCT116 PTEN-null	HCT116 bCat-KO	Yeast life ext	E-sel TNF inh	NPY Y2 blocker
COc1ccc(OC)c(C(=O)CC2OC(=O)c3ccccc32)c1 (centres undefined)
    -1.7	4	-50	-1	6	72	71	-10	·	3
O=C(O)/C(=C\c1ccco1)NC(=O)c1cccc2ccccc12
    0.4	26	26	·	-18	88	90	-2	-1	-2

Remaining list, next part.
SMILES | MRP-1 activ | Measles CPE | BB579 growth dn | Phagocytosis inh | GALR2 antag | HCT116 PTEN-null | HCT116 bCat-KO | Yeast life ext | E-sel TNF inh | NPY Y2 blocker
CCC(C)NC(=O)c1ccccc1NC(=O)CN1C(=O)c2ccccc2S1(=O)=O (centres undefined) | 0.1 | 17 | -14 | 1 | 8 | 103 | 90 | -6 | -16 | 0
Cc1occc1-c1nnc(SCC(=O)N2CCOCC2)n1CC(C)C | -1.0 | 5 | -27 | · | -7 | 105 | 101 | · | 5 | 3
O=C(COc1ccccc1Cl)N1CCN(c2ccc(F)cc2)CC1 | -2.5 | 6 | -30 | 2 | 8 | 84 | 84 | -12 | -32 | 2
Cc1ccc(NC(=O)C(C)OC(=O)c2ccc(NS(=O)(=O)c3ccc(F)c(F)c3)cc2)cc1 (centres undefined) | -2.3 | 19 | -14 | -4 | 7 | 66 | 74 | 2 | · | 0
O=C(CN1CCN(S(=O)(=O)c2ccc(F)cc2)CC1)Nc1cc(C(F)(F)F)ccc1Cl | -3.0 | 16 | -3 | 1 | 4 | 106 | 90 | -7 | 8 | 3
CCCc1nc(SCc2ccccc2Cl)n[nH]1 | 2.0 | 21 | -26 | 0 | -10 | 104 | 104 | -13 | -14 | 3
COCCNC(=O)c1c(NC(=O)c2nc(SC)ncc2Cl)sc2c1CCCC2 | -2.2 | 3 | -49 | 0 | 6 | 41 | 34 | -4 | 3 | 2
